Bioassay records (PubChem BioAssay)
Menin-MLL TR inh – inhibitors of human menin-MLL interaction, mutant MLL peptide. O00255. Menin + Texas Red MLL mutant peptide, fluorescence polarization. Potency, µM (series often up to 61.6 µM), without a hit: at the top dose FP activity change, negative = inhibition, actives largely listed as inhibitors. actives 0.23% (n = 270,000). AID 1768; active = well fitted inhibition curve with a large enough effect in the polarisation, with a control signal flat, not every such curve was filed as active; inconclusive = small, poorly fitted or top-dose-only effect, or effect the other way, or a change in a side signal; inactive = no such curve, though single readings can be large or run the other way; the % refers to the polarisation; also: potency is read from the fitted curve at half-maximal effect; % of control where 0% means no effect; many of its hits are not listed in these tables
Target sequence (O00255 whole entry, looked up): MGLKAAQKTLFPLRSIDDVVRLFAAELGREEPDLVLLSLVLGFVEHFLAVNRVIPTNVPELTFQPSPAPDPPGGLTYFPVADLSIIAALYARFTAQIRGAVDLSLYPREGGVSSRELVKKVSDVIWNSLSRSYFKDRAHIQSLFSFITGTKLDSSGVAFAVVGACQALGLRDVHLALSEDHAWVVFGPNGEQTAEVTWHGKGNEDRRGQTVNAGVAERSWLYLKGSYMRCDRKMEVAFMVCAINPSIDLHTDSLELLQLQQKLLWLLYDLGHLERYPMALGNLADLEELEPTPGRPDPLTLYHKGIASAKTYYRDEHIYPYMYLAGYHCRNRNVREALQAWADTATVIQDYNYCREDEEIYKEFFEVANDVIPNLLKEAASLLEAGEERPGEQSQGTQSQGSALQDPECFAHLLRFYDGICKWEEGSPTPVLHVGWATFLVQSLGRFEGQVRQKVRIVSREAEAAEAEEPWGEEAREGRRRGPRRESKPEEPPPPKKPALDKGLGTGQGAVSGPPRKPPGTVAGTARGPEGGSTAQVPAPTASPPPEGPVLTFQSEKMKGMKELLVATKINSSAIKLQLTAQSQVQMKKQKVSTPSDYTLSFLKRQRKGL
PKM2 activator – activators of human pyruvate kinase M2 | P14618 | purified PKM2, Kinase-Glo ATP luminescence, activation; response scale: 0% is enzyme alone, no compound | Potency, µM (highest dose often 57.5 µM), for inactives: top-dose activation, hits mostly activators | actives 0.34% (n = 260,000); also: potency is read from the fitted curve at half-maximal effect; % is scaled to controls: 0 for no effect and ±100 for the full control effect; nearly all actives have a fitted effect of over 55% in size
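Kinase-Glo luminescence reports ATP generated from ADP (0.1 mM) and PEP (0.5 mM) by purified hPK-M2 after 1 h at room temperature, pH 7.2 imidazole buffer; intermediate enzyme activity allows detecting inhibitors and activators.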
Coupling enz – inhibits coupling enzyme system, counter-screen for aldolase hits; coupling enzyme system counterscreen, AmpLite Red fluorescence; activity change, negative = inhibition, % at 58.2 µM, hits read low; actives 0.67% (n = 290,000); in the data active = activity change below about -30%; also: % is scaled to controls: 0 for no effect and ±100 for the full control effect
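Counterscreen of the coupled detection system alone, without aldolase: glyceraldehyde-3-phosphate coupling enzymes plus AmpLite Red readout. Compounds at 57.5 uM final, 10 min RT preincubation, 20 min RT reaction, fluorescence 525/598 nm.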
Tb PFK block – T. brucei PFK enzyme inhibition | O15648 | T. brucei PFK, ADP-Glo luminescence | Potency, µM (series often up to 57.5 µM), for the others: at the highest dose activity, negative = inhibition, most hits filed as inhibitors | actives 0.17% (n = 330,000) | AID 485367;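 also: potency is read from the fitted curve at half-maximal effect; 0% = uninhibited 1x PFK enzyme wells and -100% = no-enzyme wells; nearly all actives have a fitted effect of over 60% in size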
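1.25 nM PFK with 0.5 mM F6P and 0.1 mM ATP in 0.1 M TEA pH 8.0, 5 mM MgCl2, incubated 45 min at room temperature; ADP measured by ADP-Glo luminescence; compounds titrated up to 57 uM.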
GALK inhibitor – blocks human galactokinase activity; P51570; Purified GALK, Kinase-Glo residual ATP luminescence; Potency, µM (highest dose often 57.5 µM), for inactives: at the highest dose activity change, negative = inhibition, actives largely listed as inhibitors; actives 0.007% (n = 270,000); AID 1868; also: potency is read from the fitted curve at half-maximal effect; % is scaled to controls: 0 for no effect and ±100 for the full control effect
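The enzyme phosphorylates galactose (100 uM) using ATP (35 uM); inhibition is detected as higher residual ATP, quantified by bioluminescence after 1 h reaction at room temperature, pH 8.0.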
B2AR arrestin – agonists driving beta-arrestin recruitment to human beta2-adrenergic receptor; P07550; actives 0.02% (n = 330,000); beta-arrestin recruitment to beta2AR, cell-based reporter; Potency, µM (series often up to 46.1 µM), without a hit: at the highest dose activation, actives largely listed as activators;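 also: potency is read from the fitted curve at half-maximal effect; 0% = DMSO controls and full agonism = EC100 isoproterenol or metaproterenol; nearly all actives have a fitted effect of over 65% in size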
PTAP TSG101 blk – blocks PTAP/TSG101 interaction to inhibit HIV-1 budding; Q99816; Potency, µM (series often up to 115 µM), for inactives: top-dose activity change, negative = inhibition, most hits filed as inhibitors; AID 493005; 340,000 tested, under 10 active; Fluorescence polarization, FITC-PTAP peptide / Tsg101 binding; active = well fitted inhibition curve with a large enough effect in the main read-out, with a control signal flat, not every such curve was filed as active; inconclusive = small, poorly fitted or top-dose-only effect, or effect the other way, or a change in a side signal; inactive = no such curve, though single readings can be large or run the other way; also: potency is read from the fitted curve at half-maximal effect; % of control where 0% means no effect
Target sequence (Q99816 whole entry, looked up): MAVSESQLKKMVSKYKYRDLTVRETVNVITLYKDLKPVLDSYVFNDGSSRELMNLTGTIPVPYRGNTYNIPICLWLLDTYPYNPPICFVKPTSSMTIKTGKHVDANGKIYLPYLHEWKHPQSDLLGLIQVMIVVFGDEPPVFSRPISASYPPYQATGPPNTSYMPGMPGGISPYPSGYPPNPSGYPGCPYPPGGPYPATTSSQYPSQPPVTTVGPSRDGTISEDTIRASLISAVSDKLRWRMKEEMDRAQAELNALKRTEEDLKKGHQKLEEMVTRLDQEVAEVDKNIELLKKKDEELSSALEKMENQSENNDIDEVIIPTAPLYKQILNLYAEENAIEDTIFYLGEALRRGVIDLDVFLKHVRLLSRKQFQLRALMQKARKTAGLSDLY
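Fluorescence polarization binding of Tsg101 binding domain (10 uM final) to FITC-labeled PTAP peptide (50 nM final) in HEPES pH 7.5 buffer with NaCl, Tween 20, EDTA, TCEP. Compounds added before peptide; binding 20 min at RT.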
Giardia kill – kills Giardia lamblia; actives 0.15% (n = 340,000); activity change, % at 7.66 µM, hits read low; AID 540267; Giardia lamblia trophozoite viability; in the data active = activity change below about -80%; inconclusive = between about -30% and that limit;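 also: parasites exposed to compound for two days anaerobically before the ATP read; % is scaled to controls: 0 for no effect and ±100 for the full control effect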
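Media and compound were dispensed first, then trophozoites at 100 cells/well; plates sat 48 hrs at 37 deg C without oxygen before ATP luminescence reagent was added and read after 15-30 min at room temperature.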
Chronic BCR inh – chronic active BCR signaling inhibition; actives 0.05% (n = 340,000); Potency, µM (doses to about 46.1 µM), without a hit: top-dose ratio change, negative = lower green/red ratio, hits mostly inhibitors; ABC-DLBCL IkBa-CBG/CBR reporter, luminescence ratio, 4 h; AID 493014; active = well fitted inhibition curve with a large enough effect in the signal ratio, with a control signal flat, not every such curve was filed as active; inconclusive = small, poorly fitted or top-dose-only effect, or effect the other way, or a change in a side signal; the % refers to the signal ratio;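 also: potency is read from the fitted curve at half-maximal effect; plate controls were basal doxycycline-induced cells for no effect and cells given 10 µM MG132 for full effect; MG132 reads +100%, hits lower the ratio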
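Doxycycline induced both beetle luciferases in TMD8 lymphoma cells; IKK-driven degradation limits the IkappaBalpha-fused green signal, while red luminescence normalises for cell number and nonspecific effects. Compounds tested up to 46 uM, 4 hrs.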
S-ASM inh – inhibitors of human secretory acid sphingomyelinase | placental ASM, HMU-PC fluorogenic substrate, 60 min | Potency, µM (titrated, usually from 57.5 µM), for inactives: at the top dose activity change, negative = inhibition, usual class: inhibitors | actives 0.006% (n = 340,000) | AID 504937; also: potency is read from the fitted curve at half-maximal effect
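qHTS format. ASM enzyme prepared from human placenta hydrolyses the fluorogenic substrate HMU-PC0 (9 uM final) over 60 min at 37 °C after a 10 min compound preincubation.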
a7 integrin act – integrin-mediated muscular dystrophy alleviation activation | Potency, µM (titrated, usually from 38.3 µM), inactives show at the top dose activation, hits mostly activators | alpha7betagal myoblasts, beta-gal FDG fluorescence, 48 h | AID 624291 | actives 0.064% (n = 350,000);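 also: potency is read from the fitted curve at half-maximal effect; 100% = response of the positive control SU9516; nearly all actives have a fitted effect of over 60% in size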
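alpha7betagal+/- myoblasts (passage 13, 250/well) treated 48 h at 37C with compounds at 1:260 dilution of DMSO stock. Lysed, then beta-galactosidase activity read as FDG fluorescence (ex 480/em 540) after 30 min, with pre-read for autofluorescence.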
Numbers without * were called inactive; i = inactive; ? = inconclusive; · = not tested or not shown; [ ] = dose if it differs, or a comment. Unless noted, calls follow the shape of the dose curve; as a rule, active = well fitted curve in the direction sought with a large enough effect; inconclusive = small, poorly fitted or top-dose-only effect, or another doubt; inactive = no such curve, though single readings can be large; an effect the other way counts as inactive or inconclusive. Not all compounds are listed (hit frequency here may not be typical).

SMILES	Menin-MLL TR inh	PKM2 activator	Coupling enz	Tb PFK block	GALK inhibitor	B2AR arrestin	PTAP TSG101 blk	Giardia kill	Chronic BCR inh	S-ASM inh	a7 integrin act
COc1ccc(CNC(=O)c2ccc(Cn3nc(C)cc3C)o2)cc1	-1%	·	2	-1%	3%	0.1%	-5%	-11	-11%	0%	0%
O=P(/C(=N/O)Sc1ccccc1)(N1CCOCC1)N1CCOCC1	?	3%	-3	1%	1%	-0.6%	1%	-8	-1%	-3%	-32%
Cn1c(SCC(=O)C(C)(C)C)nnc1-c1ccc(F)cc1	-8%	0%	-1	6%	1%	-0.1%	-4%	1	-4%	3%	10%
Cc1ccc(NC(=O)C2Cc3ccccc3CN2C(=O)c2ccco2)cc1S(=O)(=O)N(C)C (stereo not given)	-1%	1%	-3	-2%	5%	-0.5%	-13%	8	-9%	1%	5%
O=C(O)CCCn1c(=O)[nH]c2ccccc2c1=O	-2%	-2%	2	7%	3%	-0.4%	-3%	-1	0%	8%	-13%
Cc1ccc(S(=O)(=O)Oc2ccc(C3C4=C(CCCC4=O)N(CCC(=O)O)C4=C3C(=O)CCC4)cc2Cl)cc1	15%	4%	7	0%	1%	-0.8%	-5%	-4	?	i	14%
COc1ccc(Cc2nc(C(=O)Nc3ccccc3)cs2)cc1	0%	-1%	2	4%	-2%	-0.7%	0%	1	-2%	-1%	-12%
Cc1cccc(/C=N/NC(=O)c2cc(C)nc3ccccc23)n1	·	·	·	0%	-1%	-0.9%	-3%	-16	?	-1%	33%
CCc1ccc(NC(=O)c2ccc(NC(=O)C3CCCO3)cc2)cc1 (stereo not given)	11%	2%	-1	2%	-2%	0.4%	-3%	17	-16%	-2%	8%
C#CCOCCOCCOCCNc1nc(N2CCN(C(=O)[C@H](Cc3ccc(O)cc3)n3cc([C@@H](N)C(C)CC)nn3)CC2)nc(N2CCN(C(=O)[C@H](Cc3cc4ccccc4[nH]3)n3cc([C@@H](N)CC(C)C)nn3)CC2)n1 (stereo not given in full)	?	-1%	0	-7%	1%	0.5%	0%	-4	-16%	12%	-3%
Cc1ccc(C(=O)NCc2cccnc2)cc1S(=O)(=O)N1CCCCCC1	·	-1%	·	1%	-1%	-0.7%	-3%	-10	-4%	-1%	24%
CC(=O)NS(=O)(=O)c1ccc(NC(=S)NC(=O)COc2ccccc2C)cc1	1%	3%	7	1%	0%	-0.5%	-1%	9	2%	-17%	1%
O=C1C(c2ccnc3ccccc23)=C(O)c2ccccc21	20%	8%	-2	-3%	0%	0.2%	4%	?	-2%	-8%	-15%
CC(C)Cc1nnc(NC(=O)C2CC(=O)N(Cc3ccccc3)C2)s1 (stereo not given)	·	1%	·	2%	-3%	-0.4%	-13%	2	6%	0%	41%
Cc1cc2c(c(=O)n1-c1ccccc1)C1O[C@](c3ccsc3)(Cc3cc(C#N)ccc31)O2	?	-1%[11.5 µM]	0	-2%[11.5 µM]	·	-0.8%[9.22 µM]	·	·	25%[9.22 µM]	·	·
Fc1ccc(Sc2nc(-c3ccccc3)nnc2C(F)(F)F)cc1	45%[activator]	3%	1	-3%	0%	-0.1%	-3%	-11	3%	-8%	-11%
Cc1noc(-c2ccccc2OC(=O)c2ccccc2)n1	-14%	-1%	-1	-1%	0%	-0.1%	-3%	-16	-1%	-1%	-1%
CCN(CC)S(=O)(=O)c1ccc(N/N=C(\C)c2ccncc2)c([N+](=O)[O-])c1	?	·	1	-3%	0%	-0.8%	-3%	5	6%	-11%	-25%
COc1nc(Cl)cn(-c2ccc(Cl)cc2)c1=O	1%	-3%	3	-6%	2%	0.1%	-7%	8	?	3%	-9%
O=C(NCc1cccnc1)c1cnn2ccccc12	-1%[11.7 µM]	-4%	0	3%	0%	-1.1%	-2%	25	1%	1%	19%
COc1ccc(/C=C(/NC(=O)c2ccccc2)C(=O)N/N=C/c2cccs2)cc1OC	0%	2%	3	-2%	-1%	-1.2%	-1%	-4	?	-2%	-23%
Cc1nn(C)c(C)c1S(=O)(=O)N(CC(=O)Nc1ccccn1)c1ccc(C(C)C)cc1	-2%	3%	1	-1%	-2%	-0.7%	-2%	-18	3%	4%	-1%
COc1ccccc1N1CCN(Cc2ccc(C(=O)O)cc2)CC1	11%	-2%	1	1%	-6%	-0.3%	0%	7	4%	0%	-22%
CCC(=O)c1ccc(N2CCCCCC2)c(F)c1	1%	-12%	7	1%	-3%	-0.5%	-2%	29	?	-4%	-21%
N=c1oc2ccccc2cc1C(=O)NC1CCCCCC1	1%	-3%	-4	0%	-9%	1.7%	0%	10	?	-1%	-21%
c1ccc2nc(-c3ccc(-n4ccnc4)cc3)ccc2c1	1%	·	-1	-6%	-1%	0.5%	-7%	24	?	0%	?
Cn1cc([N+](=O)[O-])c(C(=O)Nc2cc(Oc3cccnc3)cc([N+](=O)[O-])c2)n1	15%	0%	·	1%	0%	-0.6%	-7%	5	?	-5%	-65%[inhibitor]
CCOc1ccc(CN2CCN(S(=O)(=O)c3ccc(NC(C)=O)cc3)CC2)cc1	16%	7%	-3	-5%	4%	0.2%	1%	-6	-4%	-1%	0%
CCCN(CCC)C(=S)NC(=O)c1ccc(Cl)cc1Cl	?	-3%	1	0%	5%	-0.7%	·	1	-8%	2%	-25%
O=C(CSc1nc2nn(-c3ccccc3)c(=O)c-2c2n1CCCCC2)Nc1ccc(F)c(F)c1	·	·	·	0%	·	-0.3%	-4%	21	2%	-24%	18%
COc1ccc(Nc2nnc(SCc3cn4c(C)cccc4n3)s2)cc1	1%	-22%	0	1%	-3%	0.0%	0%	12	-20%	0%	-25%
CC(C)CCNC(=O)C(=O)Nc1cc2c3c(c1)CCC(=O)N3CCC2	-19%	·	1	1%	4%	-1.0%	0%	-21	4%	2%	0%
O=CN1CCN(C(=O)c2ccccc2F)CC1	13%	-3%	0	3%	1%	-0.4%	-1%	12	2%	0%	8%
CCOc1ccc(N(CC(=O)NCc2ccc(Cl)cc2)S(=O)(=O)c2ccccc2)cc1	6%	·	0	-2%	3%	0.0%	-3%	3	?	1%	40%
O=C(CN1CCN(S(=O)(=O)c2cccc(F)c2)CC1)NCC1(N2CCOCC2)CCCCC1	·	·	·	0%	·	0.5%	-2%	-15	3%	2%	17%
CC(/C=C1\SC(=S)N(CC(=O)O)C1=O)=C\c1ccccc1	-6%	-2%	24	-10%	4%	4.2%	-9%	14	-3%	4%	-20%
O=C(Nc1c2c(nn1-c1ccc(F)cc1)CSC2)c1ccc(S(=O)(=O)N2CCOCC2)cc1	1%	1%	0	-7%	-1%	0.5%	-2%	3	4%	2%	-3%
CCOc1ccc(CCNC(=O)c2ccc3ccccc3n2)cc1OCC	·	-1%	·	0%	1%	-0.1%	-4%	5	6%	2%	-19%
CCC1Sc2ccc(S(=O)(=O)CCC(=O)Nc3cccc(Br)c3)cc2NC1=O (stereo not given)	32%[activator]	·	-1	-3%	4%	0.7%	-6%	8	?	-14%	7%
CCN(CC)c1ccc(NC(=O)c2ccc(=O)[nH]c2)cc1S(=O)(=O)Nc1ccccc1OC	?	-2%	-5	-12%	7%	-0.3%	-1%	6	?	-12%	-11%
O=C(NC12CC3CC(CC(C3)C1)C2)c1cnccn1	-14%	-21%	-6	-3%	-4%	0.0%	?	-12	0%	-1%	-5%
O=C(CN1CCC(NC(=O)c2ccccc2Cl)CC1)NCc1ccccc1	2%	·	0	-5%	5%	-0.1%	-4%	6	-10%	-3%	-9%
COc1ccc(N(CC(=O)N2CCN(C)CC2)S(=O)(=O)c2ccccc2)cc1	-3%	·	-1	2%	-1%	0.3%	2%	-3	5%	-2%	27%
Cc1ccc(OCCCCn2cnc3ccccc32)c(C)c1	-8%	3%	-3	-8%	0%	0.0%	0%	-9	13%	-5%	-55%[inhibitor]
COc1ccc(-c2nc(NC(=O)C3=NN(c4cccc(C)c4)C(=O)CC3)sc2C)cc1	5%	0%	1	-4%	-1%	-0.1%	-5%	-4	1%	-2%	18%
COC(=O)C(C(=O)OC)C(c1ccccc1)C(C(=O)c1ccccc1)[N+](=O)[O-] (stereo not given)	·	0%	-15	-1%	10%	-0.6%	-6%	1	-2%	2%	5%
CN(Cc1ccc(F)cc1)C(=O)c1ccc(NS(=O)(=O)c2ccc3[nH]c(=O)[nH]c3c2)cc1	·	·	·	1%	·	0.3%	-2%	3	-2%	3%	9%
Cc1ccc(C2=NNC(C(O)C(O)C(O)CO)S2)cc1 (stereo not given)	3%	0%	4	-1%	0%	-0.2%	5%	-8	?	-2%	5%
